# Assay outcomes as filed in PubChem.
# ELG1 genotox = inducers of genotoxicity in HEK293T ELG1-luciferase cells | Potency, µM (titrated, usually from 46 µM), for the others: top-dose activity change, positive = activation, usual class: activators | 330,000 tested, 1.3% active | AID 504466 | HEK293T ELG1-luciferase reporter, luminescence, 16 h; further: potency means the concentration at half of the fitted maximal effect; % of control where 0% means no effect; nearly all actives have a fitted effect of over 60% in size
#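 16 hr compound incubation (37 °C, 5% CO2) of HEK293T cells carrying luciferase-tagged ELG1; luciferase then measured by ONE-Glo luminescence after 30 min at RT.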
# S-ASM inh = inhibitors of human secretory acid sphingomyelinase; placental ASM, HMU-PC fluorogenic substrate, 60 min; Potency, µM (highest dose often 57.5 µM), inactives show at the top dose activity change, negative = inhibition, usual class: inhibitors; 340,000 tested, 0.006% active; further: potency means the concentration at half of the fitted maximal effect
#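 Human placenta-derived ASM preincubated with compound 10 min at room temperature, then reacted with 9 uM (final) fluorogenic HMU-PC substrate for 60 min at 37 C. Stop solution raises pH to 10; fluorescence read at Ex 386/Em 447 nm.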
# B2AR arrestin = agonists driving beta-arrestin recruitment to human beta2-adrenergic receptor | P07550 | beta-arrestin recruitment to beta2AR, cell-based reporter | Potency, µM (top dose mostly 46.1 µM), without a hit: at the top dose activation, usual class: activators | 330,000 tested, 0.02% active;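 further: potency means the concentration at half of the fitted maximal effect; 0% = DMSO controls and full agonism = EC100 isoproterenol or metaproterenol; nearly all actives have a fitted effect of over 65% in size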
# TSG101-PTAP inh = blocks PTAP/TSG101 interaction to inhibit HIV-1 budding | Q99816 | Fluorescence polarization, FITC-PTAP peptide / Tsg101 binding | Potency, µM (top dose mostly 115 µM), for inactives: at the top dose activity change, negative = inhibition, actives largely listed as inhibitors | 340,000 tested, under 10 active; active means well fitted inhibition curve with a large enough effect in the main read-out, with a control signal flat, not every such curve was filed as active; inconclusive means small, poorly fitted or top-dose-only effect, or effect the other way, or a change in a side signal; inactive means no such curve, though single readings can be large or run the other way; further: potency means the concentration at half of the fitted maximal effect; % of control where 0% means no effect
#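 Tsg101 binding domain (10 uM final) was mixed with compound and a FITC-labeled PTAP peptide (50 nM final) in HEPES pH 7.5 buffer with NaCl, Tween 20, EDTA and TCEP; fluorescence polarization was read after 20 min at r.t.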
# Integrin act MD = activators of alpha7 integrin expression for muscular dystrophy; 350,000 tested, 0.064% active; Potency, µM (doses to about 38.3 µM), inactives show at the top dose activation, actives largely listed as activators; alpha7betagal myoblasts, beta-gal FDG fluorescence, 48 h;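 further: potency means the concentration at half of the fitted maximal effect; 100% = response of the positive control SU9516; nearly all actives have a fitted effect of over 60% in size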
#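 Alpha7betagal+/- myoblasts (passage 13) were plated 16-24 hr, then exposed to compounds (1:260 dilution of DMSO stock) for 48 hours at 37C. After MPER lysis, β-galactosidase reporter activity was read as FDG fluorescence (ex 480/em 540) after 30 minutes.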
# p53 reactivator = restores transcriptional activity of mutant p53; H1299 p53-A138V BP100-luciferase reporter, luminescence, 24 h; Potency, µM (doses to about 92.2 µM), inactives show top-dose activity change, positive = activation, usual class: activators; 320,000 tested, 0.063% active; AID 504706; further: potency means the concentration at half of the fitted maximal effect; % of control where 0% means no effect; nearly all actives have a fitted effect of over 45% in size
#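 p53-null H1299 cells stably carrying temperature-sensitive p53-A138V and a BP100-luciferase reporter were pinned with compounds (4-point, 1:5 series) and held 24 hrs at 37 deg C. Luminescence was read 10 min after detection reagent.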
# BRCA1 expr act = increases BRCA1 expression | MCF7-BRCA1-FFLuc reporter, luminescence, 48 h; response scale: scaled: vehicle 0%, 10 µM genistein 100% | Potency, µM (doses to about 46.1 µM), without a hit: top-dose activation, most hits filed as activators | 380,000 tested, 1.1% active | AID 624202; further: potency means the concentration at half of the fitted maximal effect; nearly all actives have a fitted effect of over 80% in size; some results filed as inactive show a strong effect at the top dose
#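 Luminescence from a BRCA1-driven firefly luciferase in MCF7 cells was the read-out, taken 15 min after substrate addition following 48 h compound exposure at 37 °C. Data were normalized to a 10 microM genistein control and DMSO vehicle.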
# TRPV1 agonist = human TRPV1 agonism. Q8NER1. TRPV1-expressing cells, Fluo-8 calcium influx, agonist mode. activation, % at 8.33 µM. 320,000 tested, 0.19% active; in the data active means activation above about 80%; inconclusive means between about 30% and that limit; further: 0% is about no effect
# Target sequence (Q8NER1 whole entry, looked up): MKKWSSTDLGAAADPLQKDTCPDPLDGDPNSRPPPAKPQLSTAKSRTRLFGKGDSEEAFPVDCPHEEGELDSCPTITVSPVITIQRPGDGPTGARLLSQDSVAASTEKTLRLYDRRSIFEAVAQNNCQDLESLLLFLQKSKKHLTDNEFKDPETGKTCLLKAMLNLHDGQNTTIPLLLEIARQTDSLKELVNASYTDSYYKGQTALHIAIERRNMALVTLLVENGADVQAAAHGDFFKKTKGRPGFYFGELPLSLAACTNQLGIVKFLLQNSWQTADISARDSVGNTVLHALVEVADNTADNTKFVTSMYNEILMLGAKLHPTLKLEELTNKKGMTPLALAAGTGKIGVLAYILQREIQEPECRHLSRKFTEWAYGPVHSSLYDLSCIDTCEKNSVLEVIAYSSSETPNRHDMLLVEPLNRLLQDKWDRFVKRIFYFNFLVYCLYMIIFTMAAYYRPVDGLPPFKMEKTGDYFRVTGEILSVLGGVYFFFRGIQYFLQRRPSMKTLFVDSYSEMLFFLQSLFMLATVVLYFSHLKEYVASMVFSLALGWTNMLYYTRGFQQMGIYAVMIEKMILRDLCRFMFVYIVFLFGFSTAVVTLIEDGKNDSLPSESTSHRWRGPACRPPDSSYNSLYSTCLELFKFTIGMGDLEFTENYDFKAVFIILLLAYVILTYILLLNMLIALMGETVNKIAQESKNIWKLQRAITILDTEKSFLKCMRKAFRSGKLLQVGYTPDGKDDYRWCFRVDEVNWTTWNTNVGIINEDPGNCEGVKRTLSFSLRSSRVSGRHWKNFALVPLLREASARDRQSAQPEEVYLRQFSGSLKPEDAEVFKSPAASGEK
#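 Fluo-8 calcium influx in TRPV1-expressing cells, kinetic read (ex 480/em 520 nm). Compound added and read 3 min for agonist activity, followed by capsaicin at EC20 final and 2 min further read for enhancement.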
# USP2a block = blocks human ubiquitin-specific protease USP2a. Potency, µM (highest dose often 38.3 µM), for the others: top-dose activity change, negative = inhibition, actives largely listed as inhibitors. O75604. 330,000 tested, 0.01% active. AID 463254. USP2 core, Ub-CHOP2 coupled fluorogenic reporter, 485/531;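 further: potency means the concentration at half of the fitted maximal effect; plate controls were DMSO wells for no effect and full inhibition by NEM control for full effect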
#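 USP2 core (10nM final) preincubated 30min RT with compound in 20mM Tris-HCl pH 8.0, 2mM CaCl2, 2mM beta-mercaptoethanol, 0.05% CHAPS; 25nM Ub-CHOP2 plus 25nM reporter substrate added, fluorescence (Ex485/Em531) read after 60min.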
# Eya2 phos inh = blocks the phosphatase activity of human Eya2; 330,000 tested, 0.006% active; Potency, µM (titrated, usually from 76.9 µM), without a hit: at the top dose activity, negative = inhibition, hits mostly inhibitors; recombinant Eya2, OMFP fluorescence dephosphorylation (OMFP is methylfluorescein phosphate); AID 488837; further: potency means the concentration at half of the fitted maximal effect; on the % scale 0 is the no-effect control and ±100 the full control effect
#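 Eya2 protein (added as 0.2 uM solution) was preincubated with compound for 10 min at ambient temperature in 50 mM HEPES pH 7.5, 50 mM NaCl, 5 uM MgCl2, 0.05% BSA, 1 mM DTT. OMFP (added at 50 uM) then reacted 10 min; fluorescence read at 485/525 nm.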
# uPA generation = blocks generation of uPA at the cell surface; Potency, µM (highest dose often 38.3 µM), without a hit: top-dose activity change, negative = inhibition, actives largely listed as inhibitors; AID 540303; cell surface uPA generation assay, qHTS; 330,000 tested, 0.31% active; active means well fitted inhibition curve with a large enough effect; inconclusive means small, poorly fitted or top-dose-only effect; inactive means no such curve, though single readings can be large or run the other way; tested in mouse RAW 264.7 cells; further: potency means the concentration at half of the fitted maximal effect; on the % scale 0 is the no-effect control and ±100 the full control effect; nearly all actives have a fitted effect of over 55% in size
# An asterisk follows results filed as active; ? = inconclusive; . = not tested or not shown; & = joins results of further samples; [ ] = another dose, or the depositor's remark. Unless noted, the call rests on the fitted dose curve; in most records, active means well fitted curve in the direction sought with a large enough effect; inconclusive means small, poorly fitted or top-dose-only effect, or another doubt; inactive means no such curve, though single readings can be large; an effect the other way counts as inactive or inconclusive.
SMILES,ELG1 genotox,S-ASM inh,B2AR arrestin,TSG101-PTAP inh,Integrin act MD,p53 reactivator,BRCA1 expr act,TRPV1 agonist,USP2a block,Eya2 phos inh,uPA generation
COCCN1C(=O)N(c2cccc(OC)c2)C(=O)C1CC(=O)Nc1ccc(OC)cc1 (stereo not given),-2%,-1%,0.1%,-3%,23%,.,-4%,-5,0%,0%,2%
CCOc1ccc2c(c1)c1nnc(SCC(=O)NC3CC3)nc1n2C,1%,-4%,0.2%,-8%,21%,2%,2%,2,-1%,-5%,-7%
Cc1cccc(NC(=O)c2nc[nH]c2C(=O)NC2CCN(C(=O)OC(C)(C)C)CC2)c1,-9%,-2%,0.4%,.,16%,-1%,6%,0,1%,5%,-2%
O=S(=O)(c1cccc(Cl)c1)N1CN(CC2CCCO2)c2nc3ccccc3nc21 (stereo not given),3%,72%,0.2%,-2%,-38%[inhibitor],-7%,0%,28,1%,-11%,-5%
COCCN(C(=O)COC(=O)COc1ccc2c(c1)CCC2)c1c(N)n(Cc2ccccc2)c(=O)[nH]c1=O,0%,3%,0.1%,-4%,11%,7%,-8%,-2,1%,10%,-6%
CCN(C(=O)CCN1C(=O)c2ccccc2S1(=O)=O)c1ccccc1,-1%,0%,0.0%,1%,4%,11%,5%,1,-1%,-7%,3%
CCOc1ccccc1N1CCN(CC(O)COCc2cccs2)CC1 (stereo not given),-3%,0%,-0.2%,-4%,-31%,2%,-10%,-1,2%,-2%,2%
CN(C)c1ccc(/C=C/c2cccc[n+]2[O-])cc1,?,29%,0.4%,?,-4%,8%,?,5,4%,2%,-13%
CCOCCOC(=O)Cn1cnc2scc(-c3ccc(C)cc3)c2c1=O,-10%,-1%,0.5%,-1%,-22%,-18%,0%,1,3%,2%,10%
CCn1nc(C(=O)OCC(=O)N(CCC#N)c2ccccc2)c2ccccc2c1=O,3%,-2%,0.0%,0%,4%,4%,5%,4,8%,16%,-4%
COc1ccc(N=C(N(C)C)P(=O)(N(C)C)N(C)C)cc1,2%,-1%&-6%,-0.2%,-1%&0%,16%&-2%,-7%,-19%&17%,2,1%,-9%,1%&-4%
Cc1cccc(OCCCC(=O)Nc2nc3ccccc3[nH]2)c1,?,-1%,0.0%,-3%,-38%,4%,-1%,0,4%,-12%,0%
c1ccc(CNc2ncnc3ccccc23)cc1,-7%&-9%,1%&8%,0.4%&-0.1%,-2%&-4%,-37%,-4%,-42%&34%,3&3,-2%&-1%,-1%&3%,-6%&-24%
CN(C)CC/C=C1/c2cc(F)ccc2CSc2ccc(F)cc21,-1%,7%,-1.2%,-5%,-8%,1%,-25%,-1,4%,-8%,-3%
CC1=C(C(=O)OCc2ccccc2)C(c2ccc(Cl)cc2)NC(=O)N1C (stereo not given),-3%,-21%,0.3%,2%,?,.,-33%,-1,-1%,5%,4%
COc1cccc(C(=O)NCCC2=CCCCC2)c1,?,5%,-0.9%,-4%,-9%,16%,?,?,2%,17%,-1%
CC(C)OC(=O)CSc1nnc(-c2ccc(Cl)cc2Cl)n1N,-3%,-3%,-2.2%,3%,9%,-4%,0%,-5,0%,5%,5%
Cc1ccc(NC(=O)/C(=C\c2cccnc2)NC(=O)c2ccco2)cc1,-1%,2%,-0.2%,-11%,6%,3%,0%,3,1%,8%,5%
COc1ccc(NC(=O)/C(=C\c2cccnc2)NC(=O)c2cccs2)cc1,-2%,9%,-1.0%,0%,26%,0%,1%,2,4%,5%,1%
Cn1nc(C(F)(F)F)c(C(=O)Nc2ccc(F)cc2F)c1Sc1ccc(C(F)(F)F)cc1,-4%,-5%,0.5%,-5%,10%,7%,-9%,.,0%,-24%,.
Cc1cc(C)c(C#N)c(SCC(=O)Nc2c(C)n(C)n(-c3ccccc3)c2=O)n1,3%,0%,-0.4%,-7%,?,-1%,-18%,.,-3%,7%,2%
Cc1noc(C)c1S(=O)(=O)N1CCCC(C(=O)Nc2ccc(Cl)cn2)C1 (stereo not given),-7%,-4%,-1.1%,-5%,4%,-4%,-29%,-3,0%,20%,0%
Cn1c(O)c(/C=C2\C=Nc3ccccc32)sc1=Nc1ccc(C(=O)O)cc1,0%,7%,-0.4%,-5%,?,-4%,-73%,-2,2%,13%,-1%
COc1ccc(-n2cnc3cc(C(=O)NCC4CCCO4)ccc32)cc1 (stereo not given),10%,3%,0.4%,-4%,37%,-32%[inhibitor],2%,-4,3%,5%,-2%
O=C(NN1C(=O)CSC1=S)C(=O)NN1C(=O)CSC1=S,-5%,3%,0.3%,-3%,8%,-3%,30%,-2,1%,0%,2%
CS(=O)(=O)n1nc(-c2ccc(Cl)cc2)nc1N,7%,0%,0.0%,0%,-11%,7%,20%,-5,2%,2%,-2%
CCCCOCP(=O)(CCCC)COCCCC,0%,4%,0.4%,-4%,-10%,-3%,-13%,10,2%,-4%,4%
Cc1ccc(C(=O)Nc2cccc(NC(=O)c3cccs3)c2)c(C)c1,-7%,-13%,-0.2%,2%,-3%,.,11%,14,-1%,5%,13µM*
COc1cc(C(=O)Nc2ccc(C)cc2C(NCC(=O)NN)c2ccccc2)cc(OC)c1OC (stereo not given),?,3%,1.0%,6%,8%,-2%,-26%,-2,-2%,9%,-6%
CC(=O)Oc1ccccc1C(=O)Nc1ccccc1C(=O)N1CCCCC1,0%,1%,-0.7%,.,0%,8%,-15%,-4,0%,-7%,-25%
CC(=O)c1ccc(S(=O)(=O)N2CCN(C(=O)c3ccc(N)c([N+](=O)[O-])c3)CC2)cc1,0%,-7%,0.0%,-2%,-10%,-1%,-52%,2,4%,2%,-7%
O=C(Nc1nnc(CCN2CCCCC2)s1)c1ccc(Cl)cc1Cl,3%,-2%,-0.2%,-3%,4%,3%,21%,-2,0%,13%,1%
CCn1c(SCC(=O)c2ccc(CNC(C)=O)o2)nnc1-c1cccs1,0%,-1%,0.6%,-1%,12%,-3%,0%,-3,0%,13%,-3%
COc1ccccc1C(=O)Nc1ccc(Nc2ccccc2)cc1,.,-3%,.,-6%,-18%,.,0%,.,.,.,0%
CC(=O)c1sc(-c2cccc(Cl)c2)nc1C,16%,-2%,0.4%,-3%,?,6%,35%,15,3%,2%,-4%
Cc1c(Cl)cccc1NC(=S)NNS(=O)(=O)c1ccc([N+](=O)[O-])cc1,-1%,-4%,0.2%,-4%,-22%,-1%,-11%,-6,2%,10%,-4%
COc1ccc(C(=O)NCC2(c3ccccc3)CCOCC2)cc1,4%,2%,0.2%,-2%,-4%,3%,19%,10,1%,2%,1%
CCOC(=O)c1c(C)[nH]c(C)c1S(=O)(=O)NCCc1ccco1,0%[9.26 µM],2%,-0.2%,-5%,?,4%,6%,9,4%,-11%,-28%
COC(=O)c1cccc(NC(=O)/C=C/c2ccc([N+](=O)[O-])cc2)c1,-4%,2%,0.5%,1%,-4%,11%,0%,?,4%,4%,-4%
C[C@H](NC(=O)[C@H](Cc1ccccc1)n1c(=O)[nH]c2ccccc2c1=O)C(=O)N1CCC[C@H]1C(=O)O,-1%,13%,-1.5%,0%,1%,6%,0%,1,0%,-11%,-6%
O=C(Nc1ccc(F)cc1)NC1CCN(Cc2ccccc2)CC1,-7%,2%,0.3%,-7%,-24%,-2%,2%,?,3%,7%,3%
CC(=O)/C(=N/Nc1cccc(Cl)c1)N1CCOCC1,-2%,-3%,0.0%,-5%,13%,-3%,-55%,1,0%,-21%,2%
Fc1c(F)c(F)c(/C=N/NC(=S)Nc2cccnc2)c(F)c1F,-8%,-2%,-0.5%,0%,-54%[inhibitor],-10%,-84%,-4,0%,4%,-1%
O=[N+]([O-])c1cc([N+](=O)[O-])c(N2CCOCC2)cc1NCc1ccccc1,-9%,-25%,-0.1%,-4%,-17%,0%,-24%,1,-1%,-24%,-8%
Cc1ccc(S(=O)(=O)c2cc3c(=O)n4cccc(C)c4nc3n(Cc3ccco3)c2=N)cc1C,-6%,.,-0.5%,.,.,-4%,.,1,1%,6%,.
CCCn1c(NC(=O)CN2C(=O)NC3(CCCCC3)C2=O)nc2ccccc21,-19%,11%,0.0%,-8%,4%,-6%,-9%,-2,-2%,-4%,-10%
